CRE Fsk mod: alters forskolin-stimulated CRE reporter signaling in CHO cells | CHO CRE-bla reporter (cAMP response element driving beta-lactamase), forskolin EC10, beta-lactamase ratio | Potency, µM (series often up to 38.2 µM), inactives show top-dose activity change, negative = inhibition, usual class: activators | 2.5% of 71,000 active | AID 662; active means well fitted activation curve with a large enough effect in the signal ratio, with a control signal flat, not every such curve was filed as active; inconclusive means small, poorly fitted or top-dose-only effect, or effect the other way, or a change in a side signal; the % refers to the signal ratio; further: potency means the concentration at half of the fitted maximal effect; % of control where 0% means no effect
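Modulation of forskolin signalling: compounds in titration series added with EC10 NKH 477 to CHO cells carrying a CRE-driven beta-lactamase reporter, 3 h, 37C. CCF4 FRET ratio (460/530 nm, ex 405 nm) gives %activity and AC50.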
BRCT inh red: disrupts BRCA1 BRCT binding to phosphoprotein, red fluorophore readout. BRCT-phosphopeptide binding, red fluorescence polarization. Potency, µM (series often up to 76.9 µM), without a hit: at the top dose activity change, negative = inhibition, hits mostly inhibitors. 0.03% of 75,000 active; further: on the % scale 0 is the no-effect control and ±100 the full control effect
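Fluorescence polarization: 100 nM His-tagged BRCA1 BRCT with 100 nM TAMRA-labelled phospho-BACH1 decapeptide, phosphate buffer pH 7.3 with 150 mM NaCl, DTT, 0.01% Tween 20; 12 min RT. Binding inhibition seen as FP decrease.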
Tau filament bind: binds recombinant human tau filaments; P10636; recombinant tau filaments, thioflavin S fluorescence, 15 h; filaments grown with octadecylsulfate alongside compound; Potency, µM (highest dose often 57.1 µM), for inactives: at the top dose activity change, negative = inhibition; 2% of 71,000 active; AID 596;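 further: potency means the concentration at half of the fitted maximal effect; on the % scale 0 is the no-effect control and ±100 the full control effect; actives lower thioflavin S fluorescence by blocking filaments or displacing dye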
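Thioflavine S fluorescence (ex 450, em 510 nm) reports filaments formed from 1 uM human tau plus 30 uM ODS over 15 h at 37 C (10 mM HEPES pH 7.4, 100 mM NaCl, 5 mM DTT); compounds displacing dye or blocking filaments lower signal.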
Casp1 inh: caspase-1 (human) inhibition, allosteric or competitive; Caspase-1 enzyme, Ac-WEHD-AFC fluorogenic rate; 0.03% of 75,000 active; Potency, µM (series often up to 57.5 µM), without a hit: at the top dose activity change, negative = inhibition, hits mostly inhibitors;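 further: potency means the concentration at half of the fitted maximal effect; plate controls were vehicle for no effect and no substrate for full effect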
Target sequence (P29466 120-297 limits assumed): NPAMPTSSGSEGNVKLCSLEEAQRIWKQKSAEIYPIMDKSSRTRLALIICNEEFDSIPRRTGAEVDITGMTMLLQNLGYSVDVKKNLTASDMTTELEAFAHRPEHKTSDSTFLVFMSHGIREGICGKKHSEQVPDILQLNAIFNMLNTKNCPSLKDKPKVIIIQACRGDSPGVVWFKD
Target sequence (P29466 317-404 limits assumed): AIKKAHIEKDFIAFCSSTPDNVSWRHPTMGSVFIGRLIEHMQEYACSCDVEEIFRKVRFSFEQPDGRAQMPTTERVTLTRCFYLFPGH
USP2a inh: USP2a (human) protease inhibition; Potency, µM (titrated, usually from 38.3 µM), for inactives: at the top dose activity change, negative = inhibition, usual class: inhibitors; O75604; 0.1% of 60,000 active; AID 927; USP2a enzymatic assay, qHTS inhibition;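 further: potency means the concentration at half of the fitted maximal effect; nearly all actives have a fitted effect of over 60% in size; plate controls were DMSO for no effect and NEM full inhibition control for full effect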
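USP2 core (20 nM final) was preincubated with compound for 30 min at RT in 20 mM Tris-HCl pH 8.0, 2 mM CaCl2, 2 mM beta-mercaptoethanol; Ub-PLA2 (20 nM) plus NBD C6-HPC (20 uM) then added, fluorescence read after 2.5 h.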
Luciferase inh: firefly luciferase inhibition. 2.2% of 72,000 active. purified firefly luciferase, luminescence, 8 min. P08659. AID 411. Potency, µM (top dose mostly 57.1 µM), for the others: at the top dose activity change, negative = inhibition, most hits filed as inhibitors; further: potency means the concentration at half of the fitted maximal effect; on the % scale 0 is the no-effect control and ±100 the full control effect; nearly all actives have a fitted effect of over 40% in size
Target sequence (P08659 whole entry, looked up): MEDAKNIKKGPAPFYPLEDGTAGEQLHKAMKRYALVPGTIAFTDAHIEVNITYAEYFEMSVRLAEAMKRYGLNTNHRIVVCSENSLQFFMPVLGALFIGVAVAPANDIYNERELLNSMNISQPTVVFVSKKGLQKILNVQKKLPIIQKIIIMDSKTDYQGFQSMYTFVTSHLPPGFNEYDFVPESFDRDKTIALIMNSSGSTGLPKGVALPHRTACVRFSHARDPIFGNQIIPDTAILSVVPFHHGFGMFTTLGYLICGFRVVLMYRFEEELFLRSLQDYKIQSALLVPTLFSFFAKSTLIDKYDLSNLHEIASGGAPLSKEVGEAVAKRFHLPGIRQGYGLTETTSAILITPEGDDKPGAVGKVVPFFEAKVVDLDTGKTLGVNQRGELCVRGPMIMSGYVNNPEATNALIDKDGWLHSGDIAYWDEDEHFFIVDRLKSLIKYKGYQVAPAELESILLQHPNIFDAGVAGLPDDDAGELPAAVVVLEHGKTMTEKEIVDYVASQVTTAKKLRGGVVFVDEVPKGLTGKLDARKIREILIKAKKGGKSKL
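Inhibition of light generation by firefly luciferase from ATP and luciferin was profiled with concentration-response curves per sample, ATP held at 10 uM within the enzyme's linear range. Plates were read by luminescence after an 8-minute ambient incubation.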
BRCT inh green: inhibitors of human BRCA1 BRCT-phosphoprotein interaction (green fluorophore); BRCA1 BRCT-phosphopeptide binding, green fluorescence polarization; Potency, µM (series often up to 76.9 µM), for inactives: top-dose activity change, negative = inhibition, most hits filed as inhibitors; 0.05% of 75,000 active;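 further: potency means the concentration at half of the fitted maximal effect; plate controls were peptide without protein for full effect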
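Compounds were incubated for 12 min at room temperature with a complex of 100 nM fluorescein-tagged pBACH1 decapeptide and 250 nM His-tagged BRCT protein. Buffer was phosphate pH 7.3 with EDTA, DTT and Tween 20. Disruption of binding lowers the polarization signal.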
Caspase-7 inhib: blocks human caspase-7 allosterically or competitively | P55210 | recombinant caspase-7, Ac-DEVD-AFC fluorescence rate | Potency, µM (titrated, usually from 57.5 µM), inactives show top-dose activity change, negative = inhibition, most hits filed as inhibitors | 0.02% of 75,000 active | AID 889; active means well fitted inhibition curve with a large enough effect in the main read-out, with a control signal flat, not every such curve was filed as active; inconclusive means small, poorly fitted or top-dose-only effect, or a change in a side signal; further: potency means the concentration at half of the fitted maximal effect; % of control where 0% means no effect
HEK293 cAMP ctrl: counter-screen for TSHR agonists: cAMP increase in parental HEK293; parental HEK293 CNG cAMP sensor, membrane potential fluorescence; Potency, µM (top dose mostly 57.1 µM), without a hit: at the highest dose activation, usual class: activators; 2.5% of 73,000 active; AID 938; further: potency means the concentration at half of the fitted maximal effect; % of control where 0% means no effect; nearly all actives have a fitted effect of over 55% in size
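Counterscreen for endogenous-receptor signalling: CNG-channel HEK 293 cells report cAMP rise by membrane depolarization. After 60 min dye equilibration with 100 uM RO 20-1724, compounds incubated 30 min before bottom-read fluorescence at 590 nm.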
ERK AVP inh: vasopressin-driven ERK pathway inhibition | HEK293-V1b, vasopressin-stimulated pERK AlphaScreen | Potency, µM (doses to about 57.5 µM), for the others: at the top dose activity, negative = inhibition, hits mostly inhibitors | 0.99% of 72,000 active; further: potency means the concentration at half of the fitted maximal effect; on the % scale 0 is the no-effect control and ±100 the full control effect; nearly all actives have a fitted effect of over 55% in size
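Phosphorylated ERK1/2 detected via AlphaScreen bead proximity in lysates of V1b-expressing HEK293 cells given 25 nM vasopressin for 5 min after 30 min compound exposure (37 °C). AC50 from Hill equation; basal DMSO 0%, vasopressin 100%.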
A350 fluor: compound fluoresces in the Alexa 350 spectral region. 11% of 59,000 active. max dye-equivalent concentration, M. Compound autofluorescence, 340/450 nm, Alexa 350 dye-equivalents; stronger effect = higher value; in the data active means max dye-equivalent concentration above about 10 nM; inconclusive means mostly about 1.1 nM to 9.6 nM
Active calls of the source: *; i = inactive; ? = inconclusive; nt = no result given; & = joins results of further samples; [ ] = dose if it differs, or a comment. Unless noted, the call rests on the fitted dose curve; in most records, active means well fitted curve in the direction sought with a large enough effect; inconclusive means small, poorly fitted or top-dose-only effect, or another doubt; inactive means no such curve, though single readings can be large; an effect the other way counts as inactive or inconclusive.

SMILES | CRE Fsk mod | BRCT inh red | Tau filament bind | Casp1 inh | USP2a inh | Luciferase inh | BRCT inh green | Caspase-7 inhib | HEK293 cAMP ctrl | ERK AVP inh | A350 fluor
COc1ccc(-c2nnc(NC(=O)c3ccc(S(=O)(=O)N4COCC4(C)C)cc3)o2)cc1 | ? | -0.8% | -14% | -2% | 44%[activator] | -2% | -1.0% | -2% | -5% | ? | i
COC(=O)CSc1nc2sc(C)c(C)c2c(=O)n1C | ? | 1.8% | -5% | -1% | 5% | 1% | -4.1% | -2% | 5% | ? | i
COc1ccccc1-c1c(C)c(C)nc(N)c1C#N | 13% | -2.1% | 0% | 1% | -8% | 0% | -0.6% | 0% | 14% | 3% | 3.2e-08M*
CC(=O)Oc1c2occc2cc2ccc(=O)oc12 | -5% | -0.3% | -4% | -3% | 16% | -2% | 0.5% | -8% | 8% | -16% | nt
O=C(c1ccccc1)N1CC(COc2ccccc2)OC(c2cccnc2)O1 (stereo unspecified) | -5% | 0.3% | -3% | 1% | 19% | 0% | -0.9% | -1% | 28% | -9% | i
O=C(NCCc1ccncc1)Nc1ccccc1 | 1% | 0.1% | -9% | 0% | -4% | 1% | 0.2% | -1% | 5% | -5% | i
COC(=O)c1nnn(CC(=O)Nc2cccc(Cl)c2C)c1C(=O)OC | -10% | -0.9% | -9% | 1% | 3% | 2% | -2.8% | 0% | 1% | 26% | i
FC(F)(F)c1ccccc1-c1nc(N2CCNCC2)c2ccccc2n1 | 0% | 0.3% | 79% | 3% | -9% | 1%[2.29 µM] | 1.3% | 1% | 9% | ? | i
Cc1ccc(-c2noc(CN(C(=O)C34CC5CC(CC(C5)C3)C4)C(C)C)n2)cc1 | 4% | 0.6% | 5% | -4% | -8% | 0% | -0.5% | -1% | 21% | 0% | i
O=C(Nc1nnc(SCC(=O)N2CCCCC2)s1)c1cccs1 | 3% | 0.9% | -6% | 1% | nt | -7% | 4.5% | 2% | 3% | -7% | i

Exported with values under each structure: part of the list above.
Value order: CRE Fsk mod, BRCT inh red, Tau filament bind, Casp1 inh, USP2a inh, Luciferase inh, BRCT inh green, Caspase-7 inhib, HEK293 cAMP ctrl, ERK AVP inh, A350 fluor
- O=C(NCCc1ccncc1)Nc1ccccc1
 : 1%, 0.1%, -9%, 0%, -4%, 1%, 0.2%, -1%, 5%, -5%, i
- COC(=O)c1nnn(CC(=O)Nc2cccc(Cl)c2C)c1C(=O)OC
 : -10%, -0.9%, -9%, 1%, 3%, 2%, -2.8%, 0%, 1%, 26%, i
- FC(F)(F)c1ccccc1-c1nc(N2CCNCC2)c2ccccc2n1
 : 0%, 0.3%, 79%, 3%, -9%, 1%[2.29 µM], 1.3%, 1%, 9%, ?, i

(cont.)
SMILES | CRE Fsk mod | BRCT inh red | Tau filament bind | Casp1 inh | USP2a inh | Luciferase inh | BRCT inh green | Caspase-7 inhib | HEK293 cAMP ctrl | ERK AVP inh | A350 fluor
CCc1nnc(SCC(=O)Nc2ccccc2)nc1CC | 28% | 1.1% | -12% | -4% | 10% | 4% | -3.3% | -1% | 16% | 18% | i
Cc1cccc(N(C)C(=O)c2cc3cc4ccc(C)cc4nc3o2)c1 | ? | 1.2% | -10% | -3% | 6% | -11% | -1.5% | 0% | 10µM* | -4% | ?
COc1cccc(N(C(=O)CNC(=O)c2ccco2)C(C(=O)NC2CCCC2)c2ccncc2)c1 (stereo unspecified) | -5% | -1.1% | 108% | 3% | 3% | 3% | -1.4% | -1% | -11% | 3% | i
CCn1c(SCC(N)=O)nnc1-c1ccc2[nH]c(C)c(C)c2c1 | 0% | 0.5% | 9% | 1% | -3% | -6% | -0.9% | 1% | -2% | -6% | ?
NC[C@](O)(CS(=O)(=O)O)c1ccc(Cl)cc1 | -22%&-10% | 2.1% | ? | -2% | 2% | 0%&1% | -1.7% | 1% | -2%&-20% | 17% | i
ON=C1CCCCC1 | -5% | -0.4% | 0% | ? | nt | nt | -0.2% | -3% | -29% | -9% | nt
Cc1cccc(OCC(=O)Nc2ccccc2N2CCCCC2)c1 | ? | -1.0% | -8% | -2% | -14% | -1% | 1.7% | -2% | ? | 34%[activator] | ?
COC(=O)CSc1nc(N2CCCCC2)c2c(c1C#N)CCCC2 | -18% | -0.3% | 17% | -2% | 13µM* | 0% | 1.8% | -2% | 26% | 17% | i
COc1cccc(NC2=NC3(CCCCC3)N=C(N)N2)c1 | 1% | 0.0% | 12% | 0% | 0% | 3% | 0.7% | 1% | 1% | -4% | i
O=C(c1ccc(C(=O)N2CCN(c3ccccc3F)CC2)nc1)N1CCN(c2ccccc2F)CC1 | -25% | 0.6% | -1% | -2% | 6% | -1% | -3.6% | -1% | 9% | 5% | i
O=C(NCCCN1CCCC1=O)c1ccc2c(c1)NC(=O)C(N1CCOCC1)S2 (stereo unspecified) | ? | -0.6% | -1% | -1% | 3% | 0% | 0.6% | 2% | -2% | 3% | i
CCOC(=O)C1=C(C)Nc2ncnn2C1c1cc(Br)ccc1F (stereo unspecified) | ? | 0.5% | 16% | -1% | 15% | 2% | 0.3% | -1% | 21% | -9% | i
CCOc1cc2[nH]c(=O)n(CCc3ccc(OC)c(OC)c3)c(=O)c2cc1OCC | ? | -0.7% | -6% | 1% | 28% | 2% | 0.7% | 0% | -4% | 12% | i
c1ccc(Nc2cc(-c3ccccc3)nc3ncnn23)cc1 | 10µM* | 0.5% | -2% | -3% | 4% | 2% | 3.2% | 0% | 22% | ? | i
CCOC(=O)c1cc2c(ccn2C)n1Cc1ccccc1C | -17% | 1.2% | -17% | -3% | -10% | -1% | -0.8% | -4% | 25µM* | -28% | ?
O=C(Nc1cnccn1)c1cccc(C(F)(F)F)c1 | -2% | 0.8% | -14% | ? | 27% | ? | 2.2% | -29% | 20µM* | -14% | 2.2e-08M*
COc1ccc2[nH]cc(CCNc3cc(-c4ccccc4C(F)(F)F)ncn3)c2c1 | -5% | -0.9% | -10% | 0% | 16% | 1%[2.29 µM] | -0.7% | -2% | -8% | -10% | i
O=C(Nc1ccc(Cl)cc1)N1CCSCC1 | -1% | -0.2% | 0% | -8% | -3% | -16% | 3.1% | 0% | 2% | 9% | i
Cc1ccc(N2C(=O)C3C(C2=O)C2C=CC3C23CC3)cc1 (stereo unspecified) | 4% | -0.6% | 6% | -2% | 1% | 13µM* | 1.2% | 0% | -11% | -6% | nt
CC(c1nnc(SCC(=O)Nc2sccc2C#N)n1-c1ccc(Cl)cc1)N(C)C (stereo unspecified) | -11% | 0.0% | 4% | -4% | 45%[activator] | 2% | 0.7% | -3% | 17% | 16% | i
Cc1cc(N)n2ncc(-c3ccccc3)c2n1 | 9% | -2.9% | -20% | 0% | -7% | 25µM* | -5.0% | -3% | -33%[inhibitor] | 25µM* | 1.2e-08M*
COc1ccc(CCn2c(N3CCN(Cc4ccccc4)CC3)nc3c2c(=O)[nH]c(=O)n3C)cc1 | ? | 0.4% | 19% | 3% | 24% | 2% | 1.4% | 0% | 4% | 0% | i
COc1ccc(-c2nc(C#N)c(NCCc3ccccc3)o2)cc1 | 19% | 0.0% | 21% | -2% | 9% | -25% | 0.3% | 1% | -8% | 16µM* | i
O=C(c1cc2ccccc2oc1=O)N1CCCN(C(=O)c2cc3ccccc3oc2=O)CC1 | ? | 0.2% | 5% | -1% | 4% | 1% | -0.6% | -1% | -2% | 10% | ?
CCOC(=O)CNC(=O)CN1C(=O)CCS(=O)(=O)c2ccccc21 | 12% | 0.3% | -10% | 0% | 0% | 2% | -1.0% | 0% | 14% | -13% | i
O=C(CN1C(=O)C2C3C=CC(C3)C2C1=O)Nc1ccc2c(c1)OCCO2 (stereo unspecified) | 1% | -1.5% | 3% | -1% | 2% | -25% | -1.4% | 3% | 9% | 6% | i
N#CCCn1c(=O)c(-c2cccs2)nc2cnc(Oc3cccc(Cl)c3)nc21 | ? | -1.6% | i | -3% | 135%[activator] | 0%[11.4 µM] | 62%[activator] | 2% | -23% | -10% | 6.1e-08M*
Cc1nc(N)sc1-c1nnc(SCC(=O)Nc2nccs2)n1C | 1% | 0.9% | -2% | 0% | -1% | -2% | 0.1% | 0% | -4% | -14% | ?
O=C1CSC(c2cn(-c3ccccc3)nc2-c2cccs2)N1CC1CCCO1 (stereo unspecified) | ? | -0.3% | -16% | 2% | 22% | 1% | -0.7% | -3% | 10% | -30% | i
CSC1=NCCN1C(=O)C(C)Oc1ccccc1 (stereo unspecified) | -1% | 0.9% | 6% | -5% | nt | 2% | -1.7% | 0% | -1% | -5% | nt
Cc1ccc(C(=O)CSc2ncn[nH]2)cc1 | -15% | 0.4% | 11% | 1% | -6% | -2% | -1.6% | 0% | -4% | 31%[activator] | i
